# High-throughput results deposited in PubChem by National Center for Advancing Translational Sciences (NCATS).
# TDP1 cell CPT: DT40-hTDP1 cell growth loss with CPT; chicken DT40 Tdp1-/-;hTDP1 cells + 20 nM CPT, ATP luminescence, 48 h; Potency, µM (top dose mostly 46.2 µM), for inactives: at the top dose activity change, negative = growth inhibition, hits mostly inhibitors; 420,000 compounds, 12% hits; further: nearly all actives have a fitted effect of over 55% in size
#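 Cell growth measured by CellTiter-Glo luminescence after a minimum 48 h, 37 C compound exposure with 20 nM CPT in Tdp1-knockout DT40 cells stably expressing hTDP1, seeded 400/well; qHTS titration format.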
# DT40 TDP1 no CPT: qHTS for Inhibitors of human tyrosyl-DNA phosphodiesterase 1 (TDP1): qHTS in cells in absence of CPT. DT40 Tdp1-/- hTDP1 cells, no CPT, ATP luminescence, 48 h. Potency, µM (series often up to 46.2 µM), inactives show at the top dose activity change, negative = growth inhibition, actives largely listed as inhibitors. 420,000 compounds, 15% hits; further: nearly all actives have a fitted effect of over 55% in size
#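 DT40 Tdp1-/-;hTDP1 cells, no CPT (DMSO vehicle only), 400 cells/well; compounds pin-transferred; ≥48 hr, 37 °C; CellTiter-Glo 30 min RT dark, luminescence read.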
# KAT2A inh: blocks human GCN5L2 histone acetyltransferase | Q92830 | GCN5L2 HAT assay, ThioGlo1 CoA-SH fluorescence | Potency, µM (highest dose often 58.9 µM), inactives show top-dose activity change, negative = inhibition, most hits filed as inhibitors | 390,000 compounds, 0.21% hits
# Target sequence (Q92830 whole entry, looked up): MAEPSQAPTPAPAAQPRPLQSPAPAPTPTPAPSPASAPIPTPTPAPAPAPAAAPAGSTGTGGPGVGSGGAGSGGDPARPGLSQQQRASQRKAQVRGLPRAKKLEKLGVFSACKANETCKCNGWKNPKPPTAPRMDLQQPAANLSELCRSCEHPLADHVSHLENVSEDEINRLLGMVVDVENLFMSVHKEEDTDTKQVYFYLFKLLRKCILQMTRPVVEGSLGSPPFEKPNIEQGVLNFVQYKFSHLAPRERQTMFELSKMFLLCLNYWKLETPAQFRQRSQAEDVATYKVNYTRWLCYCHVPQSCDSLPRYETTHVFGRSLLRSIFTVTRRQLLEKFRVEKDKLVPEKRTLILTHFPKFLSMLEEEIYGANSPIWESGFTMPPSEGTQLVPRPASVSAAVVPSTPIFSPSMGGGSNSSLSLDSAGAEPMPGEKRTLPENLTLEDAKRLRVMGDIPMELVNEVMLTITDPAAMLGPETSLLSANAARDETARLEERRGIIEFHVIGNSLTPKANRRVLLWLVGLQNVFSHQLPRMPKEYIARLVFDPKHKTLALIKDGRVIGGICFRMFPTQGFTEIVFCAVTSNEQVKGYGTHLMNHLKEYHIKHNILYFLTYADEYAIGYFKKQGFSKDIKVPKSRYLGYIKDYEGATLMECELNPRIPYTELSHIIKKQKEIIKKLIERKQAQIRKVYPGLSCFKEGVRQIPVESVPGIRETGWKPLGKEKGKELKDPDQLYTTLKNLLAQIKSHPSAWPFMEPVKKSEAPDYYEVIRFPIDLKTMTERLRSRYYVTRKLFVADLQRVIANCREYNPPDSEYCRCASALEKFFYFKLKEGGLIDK
#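 GCN5L2 (20nM final) in 50mM HEPES, 0.1mM EDTA pH 7.5, 0.01% Tween-20 was preincubated 15 min at room temperature with compound, then given ThioGlo1 (50uM), H3(1-25) peptide (75uM) and acetyl-CoA (70uM); CoA-thiol fluorescence (Ex340/Em540) was read at 0 and 20 min.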
# An asterisk follows results filed as active; ? = inconclusive; . = not tested or not shown; & = joins results of further samples. The call rests on the fitted dose curve; in most records, active means well fitted curve in the direction sought with a large enough effect; inconclusive means small, poorly fitted or top-dose-only effect, or another doubt; inactive means no such curve, though single readings can be large; an effect the other way counts as inactive or inconclusive. On the % scale 0 is the no-effect control and ±100 the full control effect; potency means the concentration at half of the fitted maximal effect.
SMILES,TDP1 cell CPT,DT40 TDP1 no CPT,KAT2A inh
COc1ccc(OC)c(Nc2nc(-c3sc(NC(=O)CC(C)C)nc3C)cs2)c1,15µM*,16µM*,-15%
CCOC(=O)c1c(C)[nH]c(C(=O)OCCOc2ccc(Cl)cc2)c1C,-26%,2%,-1%
COC(=O)[C@]1(C)N[C@H](CN(C)C(=O)Nc2ccc(OC)cc2)[C@@H]2C(=O)N(Cc3ccccc3)C(=O)[C@@H]21,6%,-4%,0%
COC(=O)c1ccc2nc(-c3cccc(Br)c3)c(Cc3ccsc3)n2c1,?,?,.
CC(C)n1c(=O)c2c(O)cc(=O)oc2c2ccccc21,-17%,0%,?
CC1(Cc2ccc(Cl)c(Cl)c2)C(=O)Nc2ccc(S(=O)(=O)NC3CCCCC3)cc21 (configuration not stated),?,?,.
C(=C\c1ccnc2ccccc12)/c1ccccc1,?,13µM*,.
Cc1nc(-c2ccc(S(=O)(=O)N3CCN(Cc4ccccc4)CC3)s2)cs1,?,9.2µM*,-9%
CCOc1ccccc1-n1nnc(-c2nc(-c3ccccc3C)no2)c1C,?,?,-5%
CCN(Cc1ccccc1)S(=O)(=O)c1c(C)[nH]c(C)c1C(=O)N1CCCCC1,-1%,-12%,-5%
Cc1ccccc1Cn1nc(C)c(NC(=O)c2noc3c2CCc2ccccc2-3)c1C,21µM*,13µM*,-9%
Nc1cc(Cl)nc(N/N=C/c2c(O)ccc3ccccc23)n1,?,16µM*,-6%
CC(C)(C)OC(=O)N1CCC(c2c(C(=O)NCC3CCN(C4CCCC4)C3)cnn2-c2cccc(Cl)c2)CC1 (configuration not stated),?,?,-5%
CCCCOC(=O)CSc1nc(N)c(C#N)c(-c2ccc(OC)cc2)c1C#N,-7%,-7%,-7%
CC(=O)c1cc(CN2CCN(C(C)C)C(CCO)C2)cs1 (configuration not stated),-2%,?,-15%
Clc1ccc(-c2ccnc(Oc3cc(Cl)ccc3Cl)n2)cc1,-8%,-17%,1%
COc1ccc(NC(=O)CN2C(=O)NC(C)(c3ccc(C)cc3)C2=O)cn1 (configuration not stated),-24%,?,-6%
O=C(CN1C(=O)NC2(CCCCCC2)C1=O)c1ccccc1,?,-15%,-13%
CSc1ccc2nnc(-c3cccc(F)c3)n2n1,-43%,?,1%
CC1CCC(N2CCNCC2)CC1 (configuration not stated),-4%,4%,-6%
C=CCn1c(CNC(=O)c2ccccc2F)nnc1SCC(=O)N1CCOCC1,-4%,-14%,-27%
CN(C)C(=O)c1c(NC(=O)c2ccccc2F)sc2c1CCCC2,?,?,-7%
Cc1cc(F)ccc1NC(=O)C(C)n1c2ccccc2c2nc(=O)cc(C)n21 (configuration not stated),?,-1%,-2%
CCOc1ccc(NC(=O)NC(=O)N(C(C)C)S(C)(=O)=O)cc1,?,-11%,-16%
COc1cccc(CNC(=O)c2ccc3c(c2)nc2n3CCCCC2)c1OC,-8%,?,0%
CCOC(=O)C1CCN(S(=O)(=O)c2ccc(C)c(C)c2)CC1,-30%,-23%,1%
O=C(NCc1ccc(Cl)cc1)c1ccncc1,-25%,-2%,-1%
CN(Cc1ccccc1)C(=O)CCC1CCN(C(=O)c2ccco2)CC1,5%,?,.
Cc1ccc2oc(C(=O)N(Cc3ccccc3)C3CCS(=O)(=O)C3)c(C)c2c1 (configuration not stated),?,-28%,-19%
CCn1c(SCC(=O)NC2CC2)nnc1C(C)Oc1ccccc1 (configuration not stated),3%,4%,-20%
CC(=O)NCc1ccc(C(=O)CCl)cc1,4.1µM*,?,2%
CCOc1ccc(NC(=O)CN(C)C(=O)C2=COCCO2)cc1OCC,-12%,-3%,-1%
COc1cc(OC)cc(C(=O)Nc2cccc(NC(=O)c3ccccc3)c2)c1,3%,?,1%
Cc1ccc(Nc2nc(Nc3ccc(Cl)cc3)nc(N3CCOCC3)n2)cc1,11µM*,18µM*,.
COC(=O)C(N)CCCCN (configuration not stated),17%,-3%,.
CC(=O)c1cc2c(cc1NC(=O)Cn1nc(C)c(C)c(C#N)c1=O)OCO2,3%,-12%,-4%
CCc1ccc(-c2cc(C(=O)NCc3ccccn3)c3ccccc3n2)cc1,?,?,-12%
Cc1ccc(/C=C2\SC(=S)N(NS(=O)(=O)c3ccc(C)cc3)C2=O)cc1,-2%,2%,?
Cc1ccccc1Cn1cc(NC(=O)c2noc3c2CC(C(C)(C)C)CC3)cn1 (configuration not stated),-37%,-28%,0%
Cc1cc(N2C(=O)C(O)=C(C(=O)c3ccc(C)o3)C2c2cccc(Cl)c2)no1 (configuration not stated),?,?,.
CC1CCN(c2nc3ccc(C(=O)N4CCN(Cc5ccc6c(c5)OCO6)CC4)cc3s2)CC1,?,?,-23%
Cn1nc(C(=O)NCC(=O)Nc2ccc(F)c(F)c2)ccc1=O,-8%,2%,.
COc1ccc(Cc2nc3c([nH]2)c(=O)n(C)c(=O)n3C)cc1OC,-24%,?,.
CN(CCc1ccccc1)C(c1cc2ccccc2o1)c1nnnn1C(C)(C)C (configuration not stated),?,?,.
Cc1coc2c1c(C)cc1oc(=O)c(CC(=O)NCc3ccc(Cl)cc3)c(C)c12,2%,?,-8%
Cc1ccc(C)n1-c1ccc(C(=O)NC2CCN(Cc3ccccc3)CC2)cc1,?,21µM*,2%
O=C(NCc1ccccc1)C1c2ccccc2OCC(=O)N1Cc1ccc2c(c1)OCO2 (configuration not stated),?,?,.
CCn1c(CNC(=O)c2ccccc2)nnc1SCC(=O)N1CCN(c2ccccc2)CC1,-1%,-18%,0%
COC(=O)C1=C(N)Oc2cc(C)n(C)c(=O)c2C1c1ccc(Cl)cc1 (configuration not stated),?,15µM*,-6%
O=C(Nc1ccccc1)N(Cc1ccc(F)cc1)c1ccccn1,?,?,-9%

# Following part:
SMILES,TDP1 cell CPT,DT40 TDP1 no CPT,KAT2A inh
COc1ccc(CCN=Cc2c(C)[nH]n(-c3ccc([N+](=O)[O-])cc3)c2=O)cc1OC,-8%,3%,-4%
COc1ccc(C(=O)NCC(=O)N/N=C/c2c(C)[nH]c3ccccc23)cc1OC,-12%,-23%,-6%
COc1ccc(-c2cn3cccnc3n2)cc1Br,5%,?,-16%
Cc1ccc(CCS(=O)(=O)c2ccc(C(C)(C)C)cc2)cn1,?,?,0%
CCCOc1ccc(CNC(=O)C2CCN(c3nn4c(=O)cc(C)nc4s3)CC2)cc1,?,?,-5%&0%
Cc1c(Br)c([N+](=O)[O-])nn1C(C)C(=O)N1CCc2ccccc2C1 (configuration not stated),-14%,-20%,-2%
COc1ccc(CCNC(=O)c2ccc(Cn3c(=O)c4ccccc4n(Cc4ccccc4Cl)c3=O)cc2)cc1OC,4%,-15%,3%
O=C(COc1cc(=O)n2c(n1)SCCC2)c1ccccc1,-9%,-13%,-2%
CCC(=O)N(Cc1cc(=O)[nH]c2ccccc12)c1ccc(OC)cc1,11%,-7%,-4%
CCOC(=O)COc1ccc(S(=O)(=O)N2CCc3ccccc3C2)cc1,-2%,-10%,0%
Cc1c2c([n+]3n1CCC3)CC(C)(C)CC2=O,-6%,2%,-4%
CCCCn1c(=O)c2ccccc2c2ccccc2c1=O,-13%,?,-12%
CCC1CCCCN1CCCNS(=O)(=O)c1ccc2c(c1)oc(=O)n2C (configuration not stated),3%,10%,3%
Clc1cccc(CN2CCC3CC2c2cc(N4CCCCC4)ccc23)c1 (configuration not stated),-20%,?,.
CC/C(=N\O)c1ccc(OC)c(OC)c1,1%,-9%,0%
CCOc1ccc(NC(=O)CSC2=Nc3ccccc3C3=NC(CCC(=O)NCc4cccs4)C(=O)N23)cc1 (configuration not stated),-2%,-13%,-10%
CC(=O)NC(=S)NNC(=O)CCc1ccccc1,?,?,0%
Cc1cn([C@H]2C[C@H](O)[C@@H](CNC(=O)[C@H](N)Cc3cccnc3)O2)c(=O)[nH]c1=O,9%,2%,.
CCCCc1ccc(NC(=O)c2cc3c(=O)n4ccccc4nc3s2)cc1,-19%,-14%,3%
COc1ccc(C(=O)Nc2cccc(OC(=O)c3ccco3)c2)cc1,6%,2%,-7%
Cc1ccc(OCC(=O)Nc2ccccc2Sc2ccccc2)c([N+](=O)[O-])n1,-4%,?,-8%
Cc1ccc(CSCc2ccc(C(=O)O)o2)cc1,13%,-14%,12%
Cc1noc(C)c1S(=O)(=O)Nc1ccc(C(=O)NCCc2ccccc2)cc1,-12%,1%,8%
CCC(c1nnnn1Cc1ccco1)N(Cc1cc2cc(OC)ccc2[nH]c1=O)C1CCCCC1 (configuration not stated),?,23µM*,?
O=[N+]([O-])c1cccc(C=Nc2cccc3ccccc23)c1O,-6%,-21%,35µM*
CN(c1ccc(OCC(=O)NC2=NCCS2)cc1)S(=O)(=O)c1ccc(F)cc1,-15%,-13%,-4%
c1ccc(CN2CCN(c3ncnc4nc[nH]c34)CC2)cc1,?,?,-1%
Cc1cc(=O)oc2cc(OCC(=O)OCC(=O)NCc3ccc4c(c3)OCO4)ccc12,-24%,-3%,-16%
CC(=O)C1=C(C)Nc2cc(C(F)(F)F)ccc2S1,-9%,-26%,-2%
O=C(C=C=Nc1ccccc1)C(=O)N=C=Cc1ccccc1,1.8µM*,4.6µM*,-8%
CCn1c2ccccc2c2cc(NC(=O)CNCc3ccccc3OC)ccc21,5.2µM*,5.8µM*,-3%
Cc1ccc(CNC(=O)c2cc(-c3ccccc3C)nn2CC2CC(c3cccnc3)=NO2)cc1 (configuration not stated),?,21µM*,-16%
O=C(Nc1ccc(CN2CCCCC2)cc1)Nc1ccccc1Cl,?,?,3%
Cn1cccc1C(=O)Nc1nccs1,6%,18%,3%
COc1cccc(/C=C2\SC(=N)N(c3ccc(F)cc3)C2=O)c1,1%,-22%,1%
O=C(NCCOc1ccc(Cl)cc1)C1CC(=O)N(c2ccc(F)cc2)C1 (configuration not stated),?,-23%,-3%
CCOC(=O)c1cn(CC)c2ccc(Br)cc2c1=O,14%,-22%,-8%
CC(/C=N/N1C(=O)CSC1=S)=C\c1ccccc1,6%,2%,-9%
Cn1c(CN2CCCC2)nc2cc(NC(=O)c3cccs3)ccc21,-25%,?,1%
Cc1ccc(CC(=O)Nc2nc3ccccc3[nH]2)cc1C,3.5µM*,1.8µM*,3%
OCCn1c(-c2ccccc2)csc1=Nc1ccccc1,26µM*,16µM*,2%
COc1ccc(CNC(=O)CC2C(=O)NCCN2C2Cc3ccccc3C2)cc1 (configuration not stated),-6%,-17%,1%

# Grouped by structure: the compounds so far with a Cl atom
SMILES,TDP1 cell CPT,DT40 TDP1 no CPT,KAT2A inh
CCOC(=O)c1c(C)[nH]c(C(=O)OCCOc2ccc(Cl)cc2)c1C,-26%,2%,-1%
CC1(Cc2ccc(Cl)c(Cl)c2)C(=O)Nc2ccc(S(=O)(=O)NC3CCCCC3)cc21 (configuration not stated),?,?,.
Nc1cc(Cl)nc(N/N=C/c2c(O)ccc3ccccc23)n1,?,16µM*,-6%
CC(C)(C)OC(=O)N1CCC(c2c(C(=O)NCC3CCN(C4CCCC4)C3)cnn2-c2cccc(Cl)c2)CC1 (configuration not stated),?,?,-5%
Clc1ccc(-c2ccnc(Oc3cc(Cl)ccc3Cl)n2)cc1,-8%,-17%,1%
O=C(NCc1ccc(Cl)cc1)c1ccncc1,-25%,-2%,-1%
CC(=O)NCc1ccc(C(=O)CCl)cc1,4.1µM*,?,2%
Cc1ccc(Nc2nc(Nc3ccc(Cl)cc3)nc(N3CCOCC3)n2)cc1,11µM*,18µM*,.
Cc1cc(N2C(=O)C(O)=C(C(=O)c3ccc(C)o3)C2c2cccc(Cl)c2)no1 (configuration not stated),?,?,.
Cc1coc2c1c(C)cc1oc(=O)c(CC(=O)NCc3ccc(Cl)cc3)c(C)c12,2%,?,-8%
COC(=O)C1=C(N)Oc2cc(C)n(C)c(=O)c2C1c1ccc(Cl)cc1 (configuration not stated),?,15µM*,-6%
COc1ccc(CCNC(=O)c2ccc(Cn3c(=O)c4ccccc4n(Cc4ccccc4Cl)c3=O)cc2)cc1OC,4%,-15%,3%
Clc1cccc(CN2CCC3CC2c2cc(N4CCCCC4)ccc23)c1 (configuration not stated),-20%,?,.
O=C(Nc1ccc(CN2CCCCC2)cc1)Nc1ccccc1Cl,?,?,3%
O=C(NCCOc1ccc(Cl)cc1)C1CC(=O)N(c2ccc(F)cc2)C1 (configuration not stated),?,-23%,-3%
